Source: PubChem (National Center for Advancing Translational Sciences (NCATS))
AMA1 RON2 block – inhibitors of Plasmodium falciparum AMA1-RON2 interaction | AlphaScreen AMA1-biotinylated RON2 peptide binding | Potency, µM (doses to about 58.2 µM), without a hit: at the top dose activity change, negative = inhibition, usual class: inhibitors | hit rate 0.2% among 360,000 | AID 720542;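 further: potency means the concentration at half of the fitted maximal effect; 0% = vehicle wells and -100% = peptide control; nearly all actives have a fitted effect of over 45% in size; some results filed as inactive show a strong effect at the top dose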
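AMA1 (3D7) with his tag at 25 nM final met compounds first, then biotinylated RON2 peptide at 25 nM; detection used donor plus acceptor beads, 10 µg/mL apiece, read by AlphaScreen after 30 min at room temperature.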
AmpC inh detg – AmpC beta-lactamase inhibition with detergent present. P00811. AmpC hydrolysis of nitrocefin, absorbance 480 nm, 0.01% Triton. Potency, µM (doses to about 114 µM), for inactives: top-dose activity change, negative = inhibition, most hits filed as inhibitors. hit rate 0.041% among 370,000. AID 485294;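 further: potency means the concentration at half of the fitted maximal effect; 0% = no-compound wells and -100% = no-enzyme wells; nearly all actives have a fitted effect of over 25% in size; some results filed as inactive show a strong effect at the top dose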
Target sequence (P00811 whole entry, looked up): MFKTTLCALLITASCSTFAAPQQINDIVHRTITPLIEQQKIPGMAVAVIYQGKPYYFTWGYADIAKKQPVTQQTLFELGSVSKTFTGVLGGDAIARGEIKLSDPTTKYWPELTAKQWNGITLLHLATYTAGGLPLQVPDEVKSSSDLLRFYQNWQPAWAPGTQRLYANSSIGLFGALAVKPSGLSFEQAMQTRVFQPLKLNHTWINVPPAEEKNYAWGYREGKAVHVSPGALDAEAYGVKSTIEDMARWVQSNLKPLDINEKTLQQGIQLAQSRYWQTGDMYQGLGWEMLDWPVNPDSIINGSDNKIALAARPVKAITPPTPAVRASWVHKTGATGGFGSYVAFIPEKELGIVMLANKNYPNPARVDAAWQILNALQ
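AmpC (5.3 nM in the dispensed reagent) in 20 mM phosphate pH 7.0 with 0.01% (detergent screen) or 0.0001% Triton X-100 was preincubated with compounds for 15 min at room temperature. Nitrocefin was then added from an 800 uM solution, and hydrolysis was followed at 480 nm.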
HCV inhibitor – inhibitors of hepatitis C virus infection; Huh7.5.1 HCVcc-Cre infection, luciferase reporter, 44 h; Potency, µM (titrated, usually from 41.8 µM), for the others: top-dose activity change, negative = inhibition, hits mostly inhibitors; hit rate 3.4% among 340,000; AID 651820; further: potency means the concentration at half of the fitted maximal effect
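Antiviral activity was scored by luciferase reporter output from cells infected with HCVcc-Cre (~0.5 moi) in presence of compound, 44 h infection period, cells seeded 1,000/well 4 h prior.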
AmpC inh no detg – blocks E. coli AmpC beta-lactamase in detergent-free assay | AmpC nitrocefin hydrolysis, absorbance 480 nm, 0.0001% Triton | Potency, µM (titrated, usually from 57.1 µM), without a hit: top-dose activity change, negative = inhibition, actives largely listed as inhibitors | hit rate 0.52% among 330,000 | AID 485341;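 further: potency means the concentration at half of the fitted maximal effect; plate controls were no compound for no effect and no enzyme for full effect; nearly all actives have a fitted effect of over 20% in size; some results filed as inactive show a strong effect at the top dose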
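AmpC (5.3 nM in the dispensed reagent) in 20 mM phosphate pH 7.0 with 0.01% (detergent screen) or 0.0001% Triton X-100 was preincubated with compounds for 15 min at room temperature. Nitrocefin was then added from an 800 uM solution, and hydrolysis was followed at 480 nm.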
Tb PYK inh – T. brucei pyruvate kinase inhibition; AID 624173; hit rate 0.12% among 410,000; Q57TT1; Potency, µM (series often up to 76.8 µM), for the others: at the top dose activity, negative = inhibition, usual class: inhibitors; TbPYK enzyme, Kinase-Glo Plus ATP luminescence, 45 min; further: potency means the concentration at half of the fitted maximal effect; nearly all actives have a fitted effect of over 50% in size
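Activity of T. brucei pyruvate kinase was followed by Kinase-Glo Plus luminescence after the enzyme reacted 45 min at room temperature with 130 uM ADP (final) and substrate. Test compounds were added before ADP at multiple concentrations.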
HCMV antiviral – inhibitors of human cytomegalovirus; AID 1259415; hit rate 4.5% among 410,000; activity change, negative = inhibition, % at 57.5 µM; HFF cells, HCMV-luciferase reporter, 72 h; active compounds read low; in the data active means activity change below about -60%; inconclusive means no clear call, values can overlap the other calls; inactive means above about -39%
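Compounds were evaluated in HFFs infected with an HCMV luciferase reporter virus (MOI 1 PFU/cell). Luciferase in lysates collected 72 h post infection served as the replication measure.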
LmPK inh – blocks Leishmania mexicana pyruvate kinase activity. purified LmPK, Kinase-Glo ATP luminescence, 1 h. Potency, µM (highest dose often 57.5 µM), without a hit: at the top dose activity change, negative = inhibition, most hits filed as inhibitors. hit rate 0.37% among 290,000. Q27686. AID 1721; further: potency means the concentration at half of the fitted maximal effect
Target sequence (Q27686 whole entry, looked up): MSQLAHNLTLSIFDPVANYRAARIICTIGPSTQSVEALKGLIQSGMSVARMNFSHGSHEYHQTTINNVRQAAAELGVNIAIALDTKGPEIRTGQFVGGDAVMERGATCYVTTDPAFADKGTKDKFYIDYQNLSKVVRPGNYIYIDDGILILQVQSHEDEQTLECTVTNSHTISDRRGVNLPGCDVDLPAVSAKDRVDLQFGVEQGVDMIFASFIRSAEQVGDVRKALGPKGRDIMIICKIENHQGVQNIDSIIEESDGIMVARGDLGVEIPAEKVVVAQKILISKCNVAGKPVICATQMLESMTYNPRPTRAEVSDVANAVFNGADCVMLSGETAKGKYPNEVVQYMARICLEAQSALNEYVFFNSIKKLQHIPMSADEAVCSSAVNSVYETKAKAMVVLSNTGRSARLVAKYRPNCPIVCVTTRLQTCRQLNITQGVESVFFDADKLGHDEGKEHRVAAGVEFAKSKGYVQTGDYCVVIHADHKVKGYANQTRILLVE
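ATP generated from ADP (0.1 mM) and PEP (0.5 mM) by 0.1 nM LmPK over 1 h at room temperature (pH 7.2 imidazole buffer) was detected by coupled luciferase luminescence. Values were normalized to uninhibited and no-enzyme wells.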
Numbers without * were called inactive; ? = inconclusive; . = no result given; & = joins results of further samples; ! = a repeat was not active; [ ] = remark or other dose. Unless noted, the call rests on the fitted dose curve; in most records, active means well fitted curve in the direction sought with a large enough effect; inconclusive means small, poorly fitted or top-dose-only effect, or another doubt; inactive means no such curve, though single readings can be large; an effect the other way counts as inactive or inconclusive. Unless noted, on the % scale 0 is the no-effect control and ±100 the full control effect.

SMILES	AMA1 RON2 block	AmpC inh detg	HCV inhibitor	AmpC inh no detg	Tb PYK inh	HCMV antiviral	LmPK inh
Cc1nc2ccccc2c(=O)n1NC(=O)c1c(O)c2c(n(CC(C)C)c1=O)CCCC2	35%[activator]	1%	?	89%[activator]	-8%	?	0%
Cc1cccc(C)c1NC(=O)CN(C)C(=O)C1CC1C (stereo not drawn)	9%	-23%	26%	-3%	-4%	-1	.
COC(=O)N/N=C/c1sc(N2CCCCC2)nc1-c1cccs1	36%[activator]	0%	?	1%	1%	-68*	-2%
Cc1cccc(N(CC(=O)NC2CCCCC2)C(=O)CCC(=O)Nc2ccccn2)c1	.	-12%	.	-6%	.	.	1%
O=C(CCNc1ccc(Cc2ccncc2)cc1)c1ccc([N+](=O)[O-])cc1	-4%	-2%	?	-22%	-2%	-3	-2%
OC1(c2nc3ccccc3[nH]2)CCCCC1	1%	-12%	17%	-24%	3%	11	.
Cc1oncc1C(=O)NC(C)C	-12%	1%	4%	-17%	1%	-9	-1%
CC(OC(=O)CCc1nc2ccccc2c(=O)[nH]1)C(=O)NCc1ccc2c(c1)OCO2 (stereo not drawn)	-20%	-2%	2%	-47%	4%	79	1%
COc1ccc(OC)c(-c2csc(NC(=O)CSc3nnnn3C)n2)c1	-9%	?	4%	-12%	-2%	1	.
O=C(NCc1ccccc1)C1c2ccccc2OCC(=O)N1C1CC1 (stereo not drawn)	-1%	.	.	.	-3%	6	.
CC(=O)Nc1ccc(NC(=O)CN2CCN(c3ccccn3)CC2)cc1	16%	2%	15%	-7%	2%	1	-6%
COc1cccc(C(=O)NNC2=CC(=O)CC(C)(C)C2)c1	14%	-13%	0%	-27%	-1%	41	-10%
CCc1nnc(NC(=O)CCS(=O)(=O)Cc2ccccc2)s1	16%	3%	6%	-7%	-1%	134	-1%
COc1ccc(S(=O)(=O)N2CCc3ccccc32)cc1C(=O)N1CCC(C)CC1	-6%	.	?	45%	1%	46	.
CCOC(=O)C1=C(N)Oc2cc(O)ccc2C1c1ccc([N+](=O)[O-])cc1 (stereo not drawn)	-7%	9%	-9%	-45%	1%	5	3%
CCc1ccccc1N(C(=O)c1snc(C(N)=O)c1N)C(C(=O)NCC1CCCO1)c1c[nH]c2ccccc12 (stereo not drawn)	-2%	-3%	-5%	149%[activator]	-2%	?	3%
Cn1c(=O)oc2cc(S(=O)(=O)Nc3cccc4c3CCCC4)ccc21	-1%	-11%	-4%	-7%	3%	-91*	7%
NC(=O)Nn1c(CCC(=O)O)ccc1-c1ccc(Cl)cc1	-5%	-13%	2%	-9%	-3%	-8	0%
Cn1cccc1/C=N/NC(=O)c1ccc[n+]([O-])c1	40%[activator]	11%	8%	-9%	3%	-35	4%
O=C(O)c1ccc(N2CCCC2=O)cc1	11%	10%	25%	-13%	-4%	31	7%
COC(=O)CSc1nc2cc3c(cc2cc1C)OCO3	4%	-1%	?	-25%	-3%	0	1%
CCCc1cc(=O)[nH]c(N/N=C/C=C\c2ccccc2)n1	39%[activator]	7%	2%	-28%	2%	-17	5%
CNC(=O)COC(=O)/C=C/c1cn(-c2ccccc2)nc1-c1ccc(C)o1	-6%	-4%	12%	126%[activator]	-6%	-36	0%
CSCCC(NC(=O)c1ccccc1)C(=O)N1CC=C(c2ccccc2)CC1 (stereo not drawn)	-1%	-1%	?	0%	-4%	-24	0%
CSc1cccc(NC(=O)CCCOc2cc(=O)n(C)c3ccccc23)c1	-5%	.	.	.	-2%	104	.

The final six records of the section before come first, to join the parts:
SMILES	AMA1 RON2 block	AmpC inh detg	HCV inhibitor	AmpC inh no detg	Tb PYK inh	HCMV antiviral	LmPK inh
O=C(O)c1ccc(N2CCCC2=O)cc1	11%	10%	25%	-13%	-4%	31	7%
COC(=O)CSc1nc2cc3c(cc2cc1C)OCO3	4%	-1%	?	-25%	-3%	0	1%
CCCc1cc(=O)[nH]c(N/N=C/C=C\c2ccccc2)n1	39%[activator]	7%	2%	-28%	2%	-17	5%
CNC(=O)COC(=O)/C=C/c1cn(-c2ccccc2)nc1-c1ccc(C)o1	-6%	-4%	12%	126%[activator]	-6%	-36	0%
CSCCC(NC(=O)c1ccccc1)C(=O)N1CC=C(c2ccccc2)CC1 (stereo not drawn)	-1%	-1%	?	0%	-4%	-24	0%
CSc1cccc(NC(=O)CCCOc2cc(=O)n(C)c3ccccc23)c1	-5%	.	.	.	-2%	104	.
O=S(=O)(c1cccs1)N1CCN(c2ccccc2Cl)CC1	8%	.	.	.	7%	1	.
Cc1ccc(N2CC(C(=O)OCC(=O)Nc3cccc(Cl)c3C)CC2=O)cc1 (stereo not drawn)	9%	-11%	3%	-11%	-2%	-23	.
CC(C)NC(=O)c1c(CSc2ccc(Cl)cc2)noc1C(=O)NCc1ccccc1	19%	?	?	-7%	0%	22	.
Nc1nc(NCCCN2CCOCC2)nc(Nc2cccc(Cl)c2)c1[N+](=O)[O-]	-6%	-5%	?	35%	0%	?	5%
Cc1ccc(NC(=O)CCCn2c(=O)c3cccn3c3ccccc32)c(C)c1	.	22%	.	.	-1%	-21	.
CCOC(=O)CON1C(=O)c2ccccc2C1=O	2%	0%	3%	-11%	3%	16	1%
CCCNC(=O)CN1C(=O)NC(CC)(c2ccc(F)cc2)C1=O (stereo not drawn)	-11%	?	15%	-5%	-2%	13	4%
Cc1ccsc1CNCc1cc(Cl)ccc1O	23%	-13%	?	-7%	0%	-25	.
O=c1[nH]c(=O)c2[nH]c(=O)n(-c3ccccc3)c2[nH]1	8%	.	4%	.	3%	-14	.
Cc1cccc(S(=O)(=O)Nc2nc3ccccc3nc2NCc2ccco2)c1	14%	-12%	3%	-24%	3%	11	-1%
CC(=O)c1cccc([N+](=O)[O-])c1	4%	0%	?	-1%	1%	-26	.
O=C(NCC1CCCO1)/C(=C/c1cn(-c2ccccc2)nc1-c1cccnc1)NC(=O)c1ccccc1 (stereo not drawn)	5%	-3%	19%	133%[activator]	-1%	2	-5%
Cc1ccc(C)c(S(=O)(=O)c2nnn3c2nc(N2CCCC2)c2sccc23)c1	.	15%	.	.	-6%	-21	.
CCC(NC(=O)c1ccccc1NC(=O)c1ccco1)C(=O)O (stereo not drawn)	-3%	?	15%	-17%	-16%	-24	5%
COC(=O)c1ccc2c(=O)n(Cc3ccco3)c(SCC(=O)Nc3ccc(C)c(Cl)c3)nc2c1	14%	?	10%&5%	-33%	4%	-63*	3%
C[C@H](CO)N1C[C@H](C)[C@@H](CN(C)S(C)(=O)=O)Oc2c(NC(=O)Cc3ccccc3)cccc2C1=O	41%[activator]	.	9%	1%	6%	-11	.
Cc1cccc2c1-c1sc(C(=O)Nc3ccccc3C(N)=O)cc1CO2	.	5%	.	.	-3%	101	.
COc1cccc(C(=O)Nc2ccc(Oc3cccc(C(F)(F)F)c3)nc2)c1	5%	-6%	7.1µM*	-32%	1%	-74*	1%
Cc1ccc(CSCC(=O)N2CCN(c3ccc(F)cc3)CC2)cc1	-8%	?	2%	41%	-5%&2%	-66*!	0%
CCCc1ccccc1OCCNC(=O)c1cc(=O)n(C)c(=O)n1C	-11%	-2%	10%	-15%	3%	-19	0%
COC(=O)c1c(NC(=O)c2ccnn2C)sc(C)c1C	25%	.	-7%	.	1%	-12	.
OCCNC(=S)Nc1ccc(Oc2ccccc2)cc1	-2%	2%	-3%	-9%	6%	-24	-1%
O=C(CN1C(=O)NC2(CCSC2)C1=O)NCc1ccccc1 (stereo not drawn)	-3%	-6%	11%	-17%	3%	11	-1%
CC[C@@]1(C(=O)OC)N[C@H](CN(C)S(=O)(=O)c2ccc(C(F)(F)F)cc2)[C@@H]2C(=O)N(C)C(=O)[C@@H]21	-4%	.	22%	39%	0%	-19	.
CCc1nn(C(C)C(=O)N(C)Cc2ccccc2)c(=O)c2cc3occc3n12 (stereo not drawn)	10%	-3%	-23%	6%	-2%	0	4%

The listing continues:
SMILES	AMA1 RON2 block	AmpC inh detg	HCV inhibitor	AmpC inh no detg	Tb PYK inh	HCMV antiviral	LmPK inh
O=C(NC1CCCC1)C(Cc1ccccc1)n1cccc1 (stereo not drawn)	-5%	?	1%	-16%	-4%	-1	6%
CCOc1ccccc1C(=O)NCC(c1cccs1)S(=O)(=O)c1ccc(F)c(C)c1 (stereo not drawn)	.	3%	.	.	1%	-18	.
Cc1ccc(S(=O)(=O)NCCC(C)C)cc1[N+](=O)[O-]	6%	-8%	5%	-15%	3%	-8	3%
CCNC(=S)NNC(=O)c1cccs1	0%	-8%	3%	-7%	-5%	36	-2%
CC(C)NC(=S)NC(=O)/C=C/c1cccc2ccccc12	-4%	?	26%	-26%	-4%	-29	-1%
CCOC(=O)Cc1csc(NC(=O)CSc2nnc(-c3ccc(C)cc3)o2)n1	93%[activator]	-16%	-30%	-4%	-12%	6	3%
COC(=O)C1=CN(C2CC2)C=C(C(=O)OC)C1c1ccccc1OC	7%	-3%	?	95%[activator]	4%	-10	5%
CC(=O)c1c(C)[nH]c(C(=O)OCC(=O)NCCC2=CCCCC2)c1C	-17%	0%	?	-6%	-6%	?	.
CCOC(=O)Cc1cc(=O)n2[nH]c(-c3ccc(C)cc3)cc2n1	5%	1%	15%	-36%	-5%	45	-9%
O=C(CN1C(=O)NC2(CCCC2)C1=O)Nc1nc2c(F)cc(F)cc2s1	4%	-3%	-1%	-22%	1%	-7	.
CCOC(=O)N1CCN(C(=O)COC(=O)Cc2ccc(Cl)cc2)CC1	2%	?	19%	21%	-3%	-27	0%
O=C(Nc1ccnn1C1CCN(C(=O)c2ccccc2C(F)(F)F)CC1)C1CC1	0%	6%	5%	20%	3%	-78*	-8%
COC(=O)c1c(C)oc2ccc(N(C(C)=O)S(=O)(=O)c3ccccc3)cc12	-14%	4%	?	-5%	-2%	-35	-4%
O=C(CSc1nncn1-c1ccccc1)Nc1ccc(F)cc1F	-6%	-4%	-7%	-15%	-2%	-9	-11%
COc1ccc(N(Cc2ccco2)C(=O)c2ccccc2F)cc1OC	-2%	-10%	2%	0%	-4%	-10	1%
COc1ccc(OC)c(S(=O)(=O)Nc2ccc3c(c2)C(=O)OC3)c1	-4%	-1%	2%	-18%	3%	-8	1%
CCOC(=O)CN1NC2(CCCCCC2)NC1=S	94%[activator]	-6%	3%	-14%	-25%	1	-3%
N#C/C(=C\c1ccc2c(c1)OCCO2)C(=O)NC1CCCCC1	-7%	10%	4%	2%	5%	-22	7%
Cc1c(Cl)cccc1NC(=O)CCCn1nc(C)c2sc3ccccc3c2c1=O	.	17%	.	.	1%	28	.
